TDP1 cell CPT: growth inhibition of DT40 Tdp1-/-;hTDP1 cells with camptothecin (screen for TDP1 inhibitors); chicken DT40 Tdp1-/-;hTDP1 cells + 20 nM CPT, ATP luminescence, 48 h; Potency, µM (titrated, usually from 46.2 µM), inactives show at the highest dose activity change, negative = growth inhibition, usual class: inhibitors; 420,000 tested, 12% active; AID 686979; further: nearly all actives have a fitted effect of over 55% in size
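Cell growth measured by CellTiter-Glo luminescence after a minimum 48 h, 37 C compound exposure with 20 nM CPT in Tdp1-knockout DT40 cells stably expressing hTDP1, seeded 400/well; qHTS titration format.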
TDP1 cell noCPT: qHTS for Inhibitors of human tyrosyl-DNA phosphodiesterase 1 (TDP1): qHTS in cells in absence of CPT; DT40 Tdp1-/- hTDP1 cells, no CPT, ATP luminescence, 48 h; AID 686978, 2013; Potency, µM (top dose mostly 46.2 µM), inactives show top-dose activity change, negative = growth inhibition, hits mostly inhibitors; 420,000 tested, 15% active; further: nearly all actives have a fitted effect of over 55% in size
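DT40 Tdp1-/-;hTDP1 cells, no CPT (DMSO vehicle only), 400 cells/well; compounds pin-transferred; ≥48 hr, 37 °C; CellTiter-Glo 30 min RT dark, luminescence read.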
TDP1 block: blocks human tyrosyl-DNA phosphodiesterase 1; 350,000 tested, 0.28% active; Potency, µM (series often up to 130 µM), inactives show top-dose activity change, negative = inhibition, most hits filed as inhibitors; recombinant TDP1, AlphaScreen DNA substrate cleavage; Q9NUW8; AID 485290; further: nearly all actives have a fitted effect of over 40% in size
Target sequence (Q9NUW8 whole entry, looked up): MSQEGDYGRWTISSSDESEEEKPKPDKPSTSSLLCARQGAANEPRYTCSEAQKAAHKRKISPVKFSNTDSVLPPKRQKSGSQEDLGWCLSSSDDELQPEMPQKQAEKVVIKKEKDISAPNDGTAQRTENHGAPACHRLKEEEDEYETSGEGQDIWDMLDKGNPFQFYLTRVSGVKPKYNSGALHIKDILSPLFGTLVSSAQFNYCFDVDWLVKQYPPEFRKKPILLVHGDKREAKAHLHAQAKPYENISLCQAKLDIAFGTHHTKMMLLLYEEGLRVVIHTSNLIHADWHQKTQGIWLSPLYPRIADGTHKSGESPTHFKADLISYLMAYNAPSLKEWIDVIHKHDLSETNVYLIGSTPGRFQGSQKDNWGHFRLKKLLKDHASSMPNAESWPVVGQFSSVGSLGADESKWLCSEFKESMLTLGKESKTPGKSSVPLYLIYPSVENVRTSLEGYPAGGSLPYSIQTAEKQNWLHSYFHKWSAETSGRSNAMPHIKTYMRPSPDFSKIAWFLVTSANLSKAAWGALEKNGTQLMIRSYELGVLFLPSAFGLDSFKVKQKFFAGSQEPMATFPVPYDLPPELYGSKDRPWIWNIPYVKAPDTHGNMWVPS
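Recombinant human Tdp1 (E. coli-expressed, 1 nM final) preincubated with compounds 15 min at room temperature, then 5'-biotin/3'-phosphotyrosine-FITC DNA substrate (15 nM final) added for 5 min. AlphaScreen beads (10 ug/ml final) added 10 min; cleavage lowers signal.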
Active calls of the source: *; ? = inconclusive; / = not tested or not shown; & = joins results of further samples; ! = not active in a repeat; [ ] = another dose, or the depositor's remark. The call rests on the fitted dose curve; in most records, active means well fitted curve in the direction sought with a large enough effect; inconclusive means small, poorly fitted or top-dose-only effect, or another doubt; inactive means no such curve, though single readings can be large; an effect the other way counts as inactive or inconclusive. On the % scale 0 is the no-effect control and ±100 the full control effect; potency means the concentration at half of the fitted maximal effect. No enrichment for hits, and some 18% of all compounds hit somewhere here.

Molecule | TDP1 cell CPT | TDP1 cell noCPT | TDP1 block
CCn1cc(S(=O)(=O)CC(=O)N2CCc3ccccc32)c2ccccc21 | -13% | -24% | /
NNC(=O)c1ccc(COc2ccccc2)cc1 | -8% | ? | 0%
Cc1ccc([C@@H]2C[C@H]3[C@@H](CN2S(=O)(=O)c2ccc(Cl)cc2)C(=O)C[C@@H](c2ccccc2F)N3S(=O)(=O)c2ccc(C)cc2)cc1 | ? | ? | /
CCCCNC(=O)CCn1ccc2cc(S(=O)(=O)N3CCCC3)ccc21 | -17% | ? | 0%
N#CCN1CCN(CCC(=O)Nc2ccc(OCc3ccccc3)cc2)CC1 | -17% | 23µM* | 3%
Cc1c(C(=O)NCCCN2CCCC2=O)oc2ccc(S(=O)(=O)N3CCOCC3)cc12 | -13% | -17% | 2%
C=CCOc1ccc(/C=C/C(=O)OCC(=O)N(C)CC(=O)Nc2ccc(F)cc2)cc1 | -5% | -8% | 5%
Cc1ccc(CNc2ncccc2-c2nc3cc(Cl)ccc3o2)cc1 | 5% | 1% | -4%
O=C1NN=C(c2ccc(Br)cc2)CC1c1ccc(Cl)cc1 (configuration not stated) | ? | ? | 6%
O=C(COC(=O)/C=C/c1ccccc1)NC1CC1 | -2% | 1% | 0%[56.1 µM]
COc1ccc(C(=O)NCCCN2CCOCC2)cc1 | 6% | -2% | 4%
COc1ccccc1NC(=O)CS(=O)(=O)c1cn(CC(=O)N(C(C)C)C(C)C)c2ccccc12 | ? | ? | /
Cc1cc(C)nc(NC(=O)c2ccc(Cl)c([N+](=O)[O-])c2)n1 | 11% | ? | 3%
O=C(N=C1SC2CS(=O)(=O)CC2N1c1ccc(F)c(Cl)c1)C1CC1 (configuration not stated) | -16% | -10% | 3%
O=C(/C=C/c1ccccc1)N1CCN(CC(O)COc2ccccc2)CC1 (configuration not stated) | 1% | -27% | 1%
COc1cc(CNc2nc(C)c(-c3ccn(C4Cc5ccccc5C4)n3)s2)cc2c1OCO2 | ? | ? | /
COc1ccc(Nc2ncnc3c2cnn3Cc2ccccc2)cc1OC | ? | ? | 10%
COc1ccc(Oc2ncc3nc(-c4ccc(Cl)cc4)c(=O)n(C)c3n2)cc1 | 16% | 3% | /
CCc1ccc(N2C(=O)Nc3ccc(Br)cc3C2(O)C(=O)NCCN(C)C)cc1 (configuration not stated) | 9% | 9% | /
Cc1ccc(C)c(OCC(=O)NCC(C)C)c1C | -18% | -27% | -3%
Cc1nn(-c2ccccc2)c(C)c1NC(=O)c1cccs1 | -20% | -22% | 5%
COc1ccc(OCC(=O)Nc2ccc(C)cc2)cc1 | 4% | -20% | 2%
CCCN1C2CCCC1CC(NC(=S)Nc1cc(C)ccc1C)C2 (configuration not stated) | ? | ? | -2%
COc1ccc(CCn2c(S)nc3ccccc3c2=O)cc1 | -1% | 19% | /
CC(=O)NC(CCS(C)(=O)=O)C(=O)Nc1cccc(Cl)c1Cl (configuration not stated) | 21% | 1% | 7%
COc1ccc(NC(=O)C(Cc2ccccc2)n2cccc2)c(OC)c1 (configuration not stated) | 23µM*! | 18µM*! | 8%&5%
CC(C)(C)n1nnnc1CN1C2CCC1CC(NC(=O)Nc1ccccc1)C2 (configuration not stated) | ? | -5% | 6%
CON(C)c1nc(OCCNC(=O)COc2ccc(Cl)cc2C)nc(N(C)C)n1 | 8.2µM* | 8.2µM* | 3%
O=C(N/N=C/c1cccc(OC(=O)c2cccc(Br)c2)c1)c1ccncc1 | ? | -12% | 7%[56.1 µM]
OCCC1CN(Cc2cccc(O)c2)CCN1CCc1ccccc1 (configuration not stated) | -12% | -27% | 0%

The list continues.
Molecule | TDP1 cell CPT | TDP1 cell noCPT | TDP1 block
Fc1ccc(/C=N/NC(=S)Nc2ccc(Cl)cc2)cc1F | ? | 23µM* | 3%
Cc1cc(C)c(C(=O)Nc2ccc(S(=O)(=O)Nc3ccccn3)cc2)c(C)c1 | 5% | -3% | 1%
O=C(O)Cn1c(-c2ccccc2)nc2ccccc21 | -18% | -10% | -1%
O=c1[nH]c(CN2CCN(c3ccc(F)cc3)CC2)nc2ccccc12 | -5% | -10% | 6%
C/C(N)=C(/C#N)C(=O)COC(=O)C1CSC2(c3ccc(F)cc3)CCC(=O)N12 (configuration not stated) | -18% | 2% | -13%
Cc1cccc(-c2nnc(SCC#N)n2-c2ccccc2)c1 | -19% | ? | 2%
CC(C)(C)S(=O)N1Cc2cc(=O)n(Cc3ccccc3)c(CCO)c2[C@H]1CCO (some centres not stated) | ? | ? | /
CCOC(=O)c1cc(-c2ccccc2)n(-c2cccc(C(=O)Nc3ccc(F)c(F)c3)c2)c1C | ? | -104% | 8%
CC(C)(C)NC(=O)Nc1nnc(SCC(=O)NC2CCCCC2)s1 | ? | ? | 5%
COC(=O)[C@@H]1[C@@H](C)OC(=O)N[C@H]1c1ccccc1 | -15% | 4% | -5%
CCc1nc2c(OCc3cccc(Cl)c3)cccn2c1N(C)C(=O)C1CC1 | 16µM* | ? | /
Cn1c(=O)n(C)c2cc(NC(=O)c3cc4ccccc4o3)ccc21 | ? | ? | 5%
O=C(O)Cn1nnnc1SCC(=O)Nc1ccc(OC(F)(F)F)cc1 | 18% | -3% | 3%
Nn1c(SCC(=O)NCCC2=CCCCC2)nnc1C1CCCCC1 | -16% | -4% | 2%
CCCCn1cc(S(=O)(=O)c2cccc(C)c2)c(=O)c2cc(F)c(N3CCOCC3)cc21 | ? | ? | 10%
N#Cc1cncc(C#Cc2ccccc2)c1 | 8% | 3% | /
O=C(O)c1c(NC(=O)c2cccc3ccccc23)sc2c1CCC2 | -2% | -8% | 10%
O=C(CS(=O)(=O)c1cn(Cc2ccc(F)cc2)c2ccccc12)N1CCOCC1 | -16% | 6% | /
Cc1ccc(N2C(=O)CSC23C(=O)N(CC(=O)Nc2ccc(C)cc2C)c2ccccc23)cc1 (configuration not stated) | ? | ? | 6%
Cc1ccc(/C=N/NC(=O)c2nnn(-c3nonc3N)c2C(C)C)s1 | -12% | -22% | 3%
Cc1ccc(NCc2ccc(Cl)nc2)c(NCc2ccc(Cl)nc2)c1 | ? | ? | 8%
CCOC(=O)NC(Nc1nnc(C)s1)(C(=O)OCC)C(F)(F)F (configuration not stated) | 4% | 2% | 2%
Cc1noc(C)c1C(=O)Nc1sc2c(c1C(N)=O)CCC2 | -21% | -15% | 1%
CC1CCc2ccccc2N1CC(=O)Nc1cccc(S(=O)(=O)N2CCCC2)c1 (configuration not stated) | 16µM* | 18µM* | 3%
CCOc1ncccc1C(=O)OCC(=O)NC1CCCCC1 | 18% | 11% | -3%
Cc1ccsc1C(=O)N[C@@H](C)c1nnc2ccccn12 | 3% | -7% | 0%
CC(/C=N/NC(=O)c1cc(-c2cccs2)[nH]n1)=C\c1ccccc1 | ? | -28% | 5%
COc1cc(C(=O)OCC(=O)Nc2cc(-c3cc(C)c(C)cc3C)nn2-c2ccccc2)cc(OC)c1OC | 21% | -27% | 5%
O=C(CN(Cc1ccccc1)S(=O)(=O)c1ccc(F)cc1)NCc1ccccn1 | -16% | -12% | /
COc1ccc2[nH]c(=O)c(C(=O)O)cc2c1 | 0% | 1% | 5%

Other structures:
Molecule | TDP1 cell CPT | TDP1 cell noCPT | TDP1 block
CCn1c(SCC(=O)NC2CC2)nnc1-c1cccs1 | -16% | 2% | 0%
CC(Oc1ccc(C#N)cc1)C(=O)NC1CCCC1 (configuration not stated) | 8% | -12% | 1%
O=C(N/N=C/c1c[nH]c2ccccc12)C1CC(=O)N(c2ccccc2)C1 (configuration not stated) | ? | 2% | 2%
CCN(CC)S(=O)(=O)c1cccc(C(=O)Nc2sc3c(c2C(N)=O)CCCC3)c1 | ? | ? | 0%
O=[N+]([O-])c1ccc(Nc2ccccc2)c2nonc12 | ? | ? | /
CCOc1ccc(CCNC(=O)c2cccc(C#N)c2)cc1OCC | -16% | ? | 5%
O=C(Nc1ccc(F)c(Cl)c1)C1CCN(c2ncnc3c2nc2n3CCCCC2)CC1 | ? | 18µM* | 2%
CC(=O)OCC1=C(C(=O)O)N2C(=O)C(NC(=O)Cc3ccccc3)C2SC1 (configuration not stated) | -5% | -20% | /
O=C(O)C1CCc2nc(NCc3ccccc3)nc(NCc3ccccc3)c2C1 (configuration not stated) | -20% | -11% | /
CCOc1ccc(C(C)=O)cc1CSc1nnc(N)s1 | 4% | 5% | 5%
Cn1cnnc1SCC(=O)c1ccc(O)c(O)c1 | -3% | -6% | ?
Cc1ccc(C(=O)C(C)OC(=O)c2n[nH]c(=O)c3ccccc23)cc1 (configuration not stated) | -27% | -6% | 2%
CCCc1ccc(C2C3=C(CC(C)(C)CC3=O)NC3=C2C(=O)c2ccccc23)cc1 (configuration not stated) | 21µM* | 16µM* | 8%
C=CCNC(=O)CN1CCC(NC(=O)c2ccco2)CC1 | -3% | -13% | 5%
CN1C(=O)C2(C(C#N)=C(N)N(c3cc(Cl)cc(Cl)c3)C3=C2C(=O)CC(C)(C)C3)c2ccccc21 (configuration not stated) | 21µM* | ? | 1%
COc1ccc2ccccc2c1CN1CCCC(n2cc(C(=O)N3CCCC3)nn2)C1 (configuration not stated) | 0% | -9% | /
COc1ccc(C(=O)/C=C/N(C)C)cc1 | -36% | -20% | 5%
Cc1cc(C)nc(SCC(=O)Nc2nccs2)n1 | 31% | -11% | -6%
Cc1c(CCC(=O)NCCCN2CCCC2=O)c(=O)oc2cc(O)ccc12 | 12% | 5% | /
COCCOC(=O)c1sc2nc[nH]c(=O)c2c1C | -16% | -8% | 1%
COC(=O)c1ccccc1NC(=O)CCS(=O)(=O)c1cc2c(cc1C)NC(=O)CO2 | -13% | -26% | /
COc1ccc(-c2noc(CCc3ccccc3)n2)cc1 | -8% | -4% | -12%
O=C(C(=NNc1ccccc1)c1ccccc1)c1ccccc1 | ? | ? | /
Cc1ccc(N2C(=O)c3ccccc3C(C)(C)C2=O)cc1 | -24% | -19% | 3%
O=C(Nc1nc2ccccc2[nH]1)C12CC3CC(CC(C3)C1)C2 | ? | ? | 5%
COc1cc2c(cc1OC)C(C)N(C(=O)CCN1C(=O)C3C4C=CC(C4)C3C1=O)CC2 (configuration not stated) | 6% | ? | 0%
COCCCNc1nc(SCc2ccccc2)nc2sc3c(c12)CCC3 | ? | 21µM* | 1%
CC(C)Sc1nc2ccc(Br)cc2[nH]1 | -15% | 32%[activator] | -2%
CCn1cc(Br)c(C(=O)Nc2cccc(Cl)c2)n1 | -15% | -26% | 3%

In a second layout: results already given
Values in the order: TDP1 cell CPT, TDP1 cell noCPT, TDP1 block
> COc1ccc(C(=O)/C=C/N(C)C)cc1
    -36%, -20%, 5%
> Cc1cc(C)nc(SCC(=O)Nc2nccs2)n1
    31%, -11%, -6%
> Cc1c(CCC(=O)NCCCN2CCCC2=O)c(=O)oc2cc(O)ccc12
    12%, 5%, /
> COCCOC(=O)c1sc2nc[nH]c(=O)c2c1C
    -16%, -8%, 1%
> COC(=O)c1ccccc1NC(=O)CCS(=O)(=O)c1cc2c(cc1C)NC(=O)CO2
    -13%, -26%, /
> COc1ccc(-c2noc(CCc3ccccc3)n2)cc1
    -8%, -4%, -12%
> O=C(C(=NNc1ccccc1)c1ccccc1)c1ccccc1
    ?, ?, /
> Cc1ccc(N2C(=O)c3ccccc3C(C)(C)C2=O)cc1
    -24%, -19%, 3%
> O=C(Nc1nc2ccccc2[nH]1)C12CC3CC(CC(C3)C1)C2
    ?, ?, 5%
> COc1cc2c(cc1OC)C(C)N(C(=O)CCN1C(=O)C3C4C=CC(C4)C3C1=O)CC2 (configuration not stated)
    6%, ?, 0%
> COCCCNc1nc(SCc2ccccc2)nc2sc3c(c12)CCC3
    ?, 21µM*, 1%
> CC(C)Sc1nc2ccc(Br)cc2[nH]1
    -15%, 32%[activator], -2%
> CCn1cc(Br)c(C(=O)Nc2cccc(Cl)c2)n1
    -15%, -26%, 3%
